# High-throughput results as filed in PubChem BioAssay.
# hDAT+cocaine = changed hDAT dopamine uptake under cocaine IC80, either direction, primary screen, cocaine antagonist project, cell-based, LLC-PK1 hDAT, [14C]-dopamine uptake, MLSMR; Sodium-dependent dopamine transporter (Homo sapiens), Q01959; B-score at 10 µM; LLC-PK1 hDAT cells, [14C]-dopamine uptake with cocaine IC80; actives deviate in either direction; 110,000 compounds, 1.3% hits;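 active = Z score or B-score, a plate-position-corrected score, falls beyond the plate's 99.7% confidence bounds, in either direction; inactive = both scores lie inside the 99.7% bounds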;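 note: scored against the spread of the other compound wells on the same plate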
# sEH act = soluble epoxide hydrolase activators, primary screen, biochemical, human sEH | Bifunctional epoxide hydrolase 2 (Homo sapiens), P34913 | purified human sEH enzymatic activity, activator screen | activation, % at 2 µM | 91,000 compounds, 0.04% hits; in the data active = activation above about 37%; note: values of inactives mirror those of a sister screen read the other way
# Target sequence (P34913 whole entry, looked up): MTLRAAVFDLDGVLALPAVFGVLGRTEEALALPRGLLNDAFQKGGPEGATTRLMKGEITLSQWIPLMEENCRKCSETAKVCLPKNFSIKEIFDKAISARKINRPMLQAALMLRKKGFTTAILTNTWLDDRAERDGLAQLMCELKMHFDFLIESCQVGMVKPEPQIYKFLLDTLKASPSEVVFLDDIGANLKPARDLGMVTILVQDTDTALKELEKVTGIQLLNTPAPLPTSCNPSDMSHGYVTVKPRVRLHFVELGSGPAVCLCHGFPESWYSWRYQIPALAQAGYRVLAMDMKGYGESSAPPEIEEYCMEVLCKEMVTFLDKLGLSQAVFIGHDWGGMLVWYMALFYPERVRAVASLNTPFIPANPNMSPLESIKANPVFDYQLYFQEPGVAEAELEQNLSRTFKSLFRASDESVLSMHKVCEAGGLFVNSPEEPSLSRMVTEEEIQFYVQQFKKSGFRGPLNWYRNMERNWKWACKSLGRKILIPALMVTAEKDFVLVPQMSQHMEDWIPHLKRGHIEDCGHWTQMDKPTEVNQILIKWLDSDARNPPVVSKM
# S1P2 ag = S1P2 receptor agonists, primary screen, cell-based. Sphingosine 1-phosphate receptor 2 (Homo sapiens), O95136. S1P2-expressing cell line, agonist reporter read-out. activation, % at 4.5 µM. 97,000 compounds, 0.46% hits. AID 729, 2007; in the data active = activation above about 16%;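 note: 0% = vehicle low control and 100% = maximal reference agonist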
# sEH inh = soluble epoxide hydrolase inhibitors, primary screen, biochemical, human sEH. Bifunctional epoxide hydrolase 2 (Homo sapiens), P34913. recombinant human sEH enzymatic activity assay. inhibition, % at 2 µM. 91,000 compounds, 0.34% hits; in the data active = inhibition above about 80%; note: values of inactives mirror those of a sister screen read the other way; many of its hits are not listed in these tables
# CYP2C19 inh = blockers of cytochrome P450 2C19 activity – biochemical, luminescence, ADME assay, primary screen; P33261; inhibition, % at 5 µM; 96,000 compounds, 21% hits; CYP2C19 Supersomes, luciferin-H EGE luminescence, 30 min;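 active = CYP2C19 inhibition above a set limit at 5 µM in the primary screen, cut at about 50% in these data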;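 note: plate controls were negative control wells for no effect and 2.5 mM tranylcypromine positive control for full effect; values of inactives mirror those of a sister screen read the other way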
# Target sequence (P33261 whole entry, looked up): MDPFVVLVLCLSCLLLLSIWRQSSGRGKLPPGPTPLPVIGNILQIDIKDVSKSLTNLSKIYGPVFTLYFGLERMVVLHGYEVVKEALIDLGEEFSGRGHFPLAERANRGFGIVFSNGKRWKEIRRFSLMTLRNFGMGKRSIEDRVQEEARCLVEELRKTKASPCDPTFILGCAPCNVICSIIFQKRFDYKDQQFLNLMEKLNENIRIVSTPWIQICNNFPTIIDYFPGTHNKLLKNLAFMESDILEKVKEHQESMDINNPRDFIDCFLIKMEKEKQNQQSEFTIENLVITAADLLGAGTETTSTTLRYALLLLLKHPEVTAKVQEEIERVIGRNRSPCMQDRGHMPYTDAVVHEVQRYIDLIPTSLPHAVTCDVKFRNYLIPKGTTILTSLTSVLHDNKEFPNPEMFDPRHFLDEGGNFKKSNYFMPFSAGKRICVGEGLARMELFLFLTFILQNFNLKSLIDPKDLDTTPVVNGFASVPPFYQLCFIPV
# S1P2 antag = human S1P2 receptor antagonists, primary screen, cell-based. Sphingosine 1-phosphate receptor 2 (Homo sapiens), O95136. cell-based S1P2 antagonist assay, inhibition at 5 uM. inhibition, % at 5 µM. 97,000 compounds, 0.21% hits. AID 736, 2007; in the data active = inhibition above about 45%;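 note: CRE beta-lactamase reporter cells expressing human S1P2 stimulated with S1P; 0% = agonist at EC80 alone and 100% = agonist plus reference antagonist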
# CYP2C19 act = human CYP2C19 activators, primary screen, biochemical, luminescence; 96,000 tested, under 10 active; Cytochrome P450 2C19 (Homo sapiens), P33261; activation factor at 5 µM; recombinant CYP2C19, luciferin-H EGE luminescence; active compounds read high; 0 = fully inhibited enzyme, 1 = untreated enzyme; AID 1025, 2008;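 active = activation factor of at least 2 at 5 µM in the primary screen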;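 note: 0 = wells with 2.5 mM tranylcypromine and 1 = vehicle-only wells; values of inactives mirror those of a sister screen read the other way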
# PostGolgi ctrl = growth inhibition of yeast control strain, primary screen, counter-screen for post-Golgi transport modulator project. efflux-deficient yeast background strain, growth absorbance A615, 16 h. inhibition, % at 10 µM. AID 738, 2007. 98,000 compounds, 5% hits
# PostGolgi yeast = phenotypic screen on post-Golgi transport, primary screen | inhibition, % at 10 µM | post-Golgi transport phenotypic cell assay | 98,000 compounds, 0.9% hits;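 note: yeast cells grown in 1536-well plates; yeast grown about 18 h at 30C before absorbance read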
# * marks the source's active call; other numbers are inactive results; / = not tested or not shown. Cut-off read from the data, not from the text of the source, unless noted: active = inhibition above about 30%; inactive = the rest.
SMILES	hDAT+cocaine	sEH act	S1P2 ag	sEH inh	CYP2C19 inh	S1P2 antag	CYP2C19 act	PostGolgi ctrl	PostGolgi yeast
Cc1cc(=O)oc(C)c1C(=O)O	-0.16	-5	-1	1	7	7	0.9	-2	7
O=C(NCc1ccccc1)N[C@@H](Cc1ccccc1)C(=O)O	1.9	3	-3	-2	17	9	0.8	-2	1
Cc1[nH]nc(N=CC2=C(O)CC(C)(C)CC2=O)c1-c1ccc(Cl)cc1	0.62	-3	-3	5	18	-21	0.8	23	79*
COCc1cc(C)n(CC(=O)Nc2ccc(Cl)cc2Cl)c(=O)c1C#N	0.88	21	-2	-20	41	15	0.6	-6	3
COc1ccc(-c2nnc3n2N=C(C)CS3)cc1OC	-0.85	-13	-7	12	1	6	1	-4	-13
O=C(CSc1nc2ccccc2s1)NNC(=O)Nc1ccc(Cl)c(Cl)c1	0.33	-12	-5	12	6	-11	0.9	2	0
O=S(=O)(NCc1cccnc1)c1ccc(Cl)c(Cl)c1Cl	-0.67	/	/	/	88*	/	0.1	13	2
C=CCNC(=O)c1ccc(Sc2ccc(C)cc2)c([N+](=O)[O-])c1	-0.51	-3	1	2	-9	4	1.1	-2	5
Cc1ccc(N(CN2CCCC2=O)C(=O)c2ccc(C)c(C)c2)cc1	-0.13	3	-5	-2	21	-10	0.8	10	-6
CCOC(=O)C1CCCN(c2c(Nc3cccc(C)c3)c(=O)c2=O)C1 (centres undefined)	-0.93	/	-1	/	38	5	0.6	4	0
CCC(=O)NS(=O)(=O)c1cccnc1Nc1ccc(Cl)cc1	-0.1	6	-6	-4	18	-2	0.8	4	1
CC(C)C(=O)Nc1ccc(C(=O)N2CCN(C(=O)c3ccco3)CC2)cc1	0.047	/	-6	/	9	1	0.9	17	3
Cc1ccc(-c2noc(CN(C(=O)CCN3C(=O)c4ccccc4C3=O)C(C)C)n2)cc1	-0.0066	-9	-5	11	24	-6	0.8	11	-2
COc1ccc(C(c2nnnn2C2CCCC2)N2CCc3ccccc3C2)cc1OC (centres undefined)	0.66	-13	-4	12	47	-13	0.5	10	-13
CCOC(=O)CCc1c(C)nc2ncnn2c1C	-0.51	-12	-2	12	-7	13	1.1	5	-2
CCC1Oc2ccccc2N(CC(=O)NCCC2=CCCCC2)C1=O (centres undefined)	-0.86	/	-4	/	89*	16	0.1	18	9
Cc1ccc(-c2nn(-c3ccccc3)cc2C2SCC(=O)N2Cc2ccccc2)o1 (centres undefined)	-0.039	/	/	/	8	/	0.9	58*	2
CCOC(=O)C(C)Oc1cccc2c(=O)n(CC(=O)N3CCc4ccccc43)ccc12 (centres undefined)	0.7	13	-2	-14	8	-11	0.9	1	-4
CCCCNc1nc(CC)c2c(c1C#N)CCCC2	-2.5	19	-4	-22	26	-22	0.7	8	3
CC(=O)Nc1cccc(Oc2cnc3ccccc3n2)c1	0.24	-3	-7	6	21	-4	0.8	2	17

# Three entries out of the list above, ordered by the value under CYP2C19 inh, rising.
compound | hDAT+cocaine | sEH act | S1P2 ag | sEH inh | CYP2C19 inh | S1P2 antag | CYP2C19 act | PostGolgi yeast
C=CCNC(=O)c1ccc(Sc2ccc(C)cc2)c([N+](=O)[O-])c1 | -0.51 | -3 | 1 | 2 | -9 | 4 | 1.1 | 5
COc1ccc(-c2nnc3n2N=C(C)CS3)cc1OC | -0.85 | -13 | -7 | 12 | 1 | 6 | 1 | -13
O=S(=O)(NCc1cccnc1)c1ccc(Cl)c(Cl)c1Cl | -0.67 | / | / | / | 88* | / | 0.1 | 2

# (listing goes on)
SMILES	hDAT+cocaine	sEH act	S1P2 ag	sEH inh	CYP2C19 inh	S1P2 antag	CYP2C19 act	PostGolgi ctrl	PostGolgi yeast
Cc1onc(-c2c(Cl)cccc2Cl)c1C(=O)NCCN1CCOCC1	-0.27	-18	0	20	-7	-5	1.1	-3	24
COc1ccccc1CN(Cc1nc2ccccc2c(=O)[nH]1)S(=O)(=O)c1ccc2ccccc2c1	0.35	0	-7	6	/	-3	/	/	/
OC(C#CCN1CCOCC1)(c1ccccc1)C1CCCCC1 (centres undefined)	0.9	0	-5	3	37	-17	0.6	18	-16
CCc1ccccc1N(CC(=O)N1CCN(c2ccc(F)cc2)CC1)S(C)(=O)=O	0.074	-9	-3	9	32	11	0.7	-3	28
CCc1cccc(C)c1NC(=O)C1CCCO1 (centres undefined)	-0.14	/	/	/	0	/	1	-13	-8
COc1ccc(S(=O)(=O)NCc2ccc(C(=O)O)cc2)cc1	0.53	-4	-2	4	/	-13	/	/	/
COc1ccc(NC(=O)Cn2cnc3c(cnn3-c3ccc(C)c(C)c3)c2=O)c(OC)c1	0.016	-1	1	-2	1	13	1	2	-2
COc1ccccc1NC(=O)NCCN1C(=O)C2C3C=CC(C3)C2C1=O (centres undefined)	-1.1	/	-3	/	66*	-5	0.3	42*	-7
COc1ccccc1OC(=O)c1cc(Cl)nc2ccccc12	-1	4	-2	-6	14	1	0.9	0	-9
O=C1NC(c2cccs2)Nc2sc3c(c21)CCCC3 (centres undefined)	2.8*	-10	-4	11	-14	15	1.1	9	0
CCn1c(C)nc2c(=O)oc3ccccc3c21	-0.59	11	2	-14	4	-3	1	-2	-4
O=C(CN1C(=O)NC2(CCOc3ccccc32)C1=O)Nc1ccc2c(c1)OCCO2 (centres undefined)	0.25	-9	-5	8	4	6	1	2	-3
CCOc1cc2[nH]c(=O)n(Cc3cccc(OC)c3)c(=O)c2cc1OCC	0.017	-3	-4	4	-4	-7	1	8	-2
Cc1ccc(S(=O)(=O)N2CCOCC2)cc1C(=O)NCc1ccco1	-0.47	4	-10	-4	12	10	0.9	5	6
Cc1ccc(S(=O)(=O)NCC(=O)Nc2ccc(C(F)(F)F)cc2)cc1	-1.5	10	0	-8	24	-15	0.8	3	7
CC1(C(=O)O)CC(C)(C(=O)O)CC(C)(C(=O)O)C1 (centres undefined)	1.1	3	-3	1	-19	-3	1.2	-6	-14
O=[n+]1c2c(n([O-])c3ccccc31)CCC2	0.26	-7	-4	6	-21	5	1.2	0	1
COc1ccccc1NC(=O)c1ccc(S(=O)(=O)N(C)C)cc1	-0.41	3	-4	-4	10	13	0.9	1	-7
COc1ccccc1-c1cc2ccccc2[nH]1	0.56	27	-4	-30	/	-8	/	/	/
COC(=O)c1ccc(NC(=O)CN(c2ccc(OC)cc2)S(C)(=O)=O)cc1	0.41	10	-8	-8	15	-9	0.8	12	-3

# Entries listed so far that contain a furan ring, fused or not, in the order listed:
SMILES	hDAT+cocaine	sEH act	S1P2 ag	sEH inh	CYP2C19 inh	S1P2 antag	CYP2C19 act	PostGolgi ctrl	PostGolgi yeast
CC(C)C(=O)Nc1ccc(C(=O)N2CCN(C(=O)c3ccco3)CC2)cc1	0.047	/	-6	/	9	1	0.9	17	3
Cc1ccc(-c2nn(-c3ccccc3)cc2C2SCC(=O)N2Cc2ccccc2)o1 (centres undefined)	-0.039	/	/	/	8	/	0.9	58*	2
Cc1ccc(S(=O)(=O)N2CCOCC2)cc1C(=O)NCc1ccco1	-0.47	4	-10	-4	12	10	0.9	5	6

# The results go on:
SMILES	hDAT+cocaine	sEH act	S1P2 ag	sEH inh	CYP2C19 inh	S1P2 antag	CYP2C19 act	PostGolgi ctrl	PostGolgi yeast
O=C(NCc1ccco1)C(NS(=O)(=O)c1cccc2nsnc12)c1ccccc1 (centres undefined)	-0.5	/	-3	/	2	-11	1	7	1
Cc1onc(-c2ccccc2Cl)c1C(=O)Nc1ccc(N2CCOCC2)cc1	0.71	-3	-5	3	20	-3	0.8	1	9
CC(C)(C)NC(=O)COC(=O)c1snc(C(=O)NC2CCCCC2)c1N	0.42	-14	-7	13	28	17	0.7	3	4
Cc1ccc(C(=O)c2cncc(Br)c2)cc1	-1	2	-7	0	44	-4	0.6	-6	7
CCn1c(SCC(=O)Nc2ccc(S(N)(=O)=O)cc2)nnc1-c1cccc(OC)c1	0.87	-3	-2	3	2	-11	1	10	3
CCC(C)(C(=O)NC1CCCC1)N(Cc1ccco1)C(=O)Cc1cccs1 (centres undefined)	-0.77	2	-7	-2	6	-2	0.9	4	-4
O=C1C2C3C=CC(CC3)C2C(=O)N1/N=C/c1ccccc1O (centres undefined)	-0.13	2	-9	0	8	19	0.9	2	6
CC1(C)c2ssc(=S)c2-c2ccccc2N1C(=O)c1ccco1	-0.17	-6	-1	5	19	-2	0.8	19	-1
CCOC(=O)C1CCCN(C2CC(=O)N(c3ccc(C)cc3)C2=O)C1 (centres undefined)	-1.3	1	2	-1	25	6	0.8	-6	1
COc1ccc(-c2nc(CS(=O)CC(=O)NCc3ccc(Cl)cc3)c(C)o2)cc1 (centres undefined)	0.28	/	-2	/	80*	-7	0.2	4	8
Cc1sc(NC(=O)c2cc(-c3ccc(Cl)cc3)nc3ccccc23)c(C(N)=O)c1C	0.011	0	-8	2	18	-17	0.8	-7	-16
Cc1ccsc1C(=O)Nc1cc(C(C)(C)C)nn1-c1ccccc1	-1.1	12	-3	-9	26	-3	0.7	13	7
CCCOC(=O)c1ccc(-c2c(C)noc2-c2ccc(OC)cc2O)o1	2.8*	-8	0	4	81*	-5	0.2	29	4
O=c1oc2cc(OCc3c(F)cccc3Cl)ccc2cc1-c1ccccn1	-1.6	23	-6	-22	/	-14	/	18	10
CC(=O)NC(CC(=O)Nc1ccc(S(=O)(=O)N2CCCCC2)cc1)c1ccccc1 (centres undefined)	1.4	4	-3	-1	69*	-11	0.3	1	16
CCNc1ccc(Br)cc(C(=O)/C=C/c2ccc3c(c2)OCO3)c1=O	0.55	1	-4	0	10	7	0.9	5	-10
O=C(/C=C/c1ccc(Cl)cc1Cl)NC(=S)Nc1ccccn1	0.42	-13	-7	12	29	1	0.7	14	-7
CCOc1ccc(C(=O)/C=C/c2ccc(SC)cc2)cc1	-0.28	-1	-7	3	62*	7	0.4	13	4
CCOC(=O)C(C)Sc1nnc(-c2ccccc2O)n1Cc1ccccc1 (centres undefined)	-0.25	7	-8	-5	31	20	0.7	29	-20
CC(/C=N/n1c(C2CCCCC2)n[nH]c1=S)=C\c1ccccc1	-0.032	-10	-2	8	38	-18	0.6	44*	4
Cc1c(C2Nc3ccccc3NC3=C2C(=O)CC(C)(C)C3)cnn1C (centres undefined)	2.3	-3	-6	3	/	-13	/	/	/
CCn1c(COc2cccc3ccccc23)nnc1SCC(N)=O	-0.42	6	-2	-9	-7	17	1.1	6	-5

# Compound profiles, from the list above:
# Shown for CCc1cccc(C)c1NC(=O)C1CCCO1 (centres undefined) = hDAT+cocaine: -0.14; sEH act: /; S1P2 ag: /; sEH inh: /; CYP2C19 inh: 0; S1P2 antag: /; CYP2C19 act: 1; PostGolgi ctrl: -13; PostGolgi yeast: -8
# Shown for CCOc1ccc(C(=O)/C=C/c2ccc(SC)cc2)cc1 = hDAT+cocaine: -0.28; sEH act: -1; S1P2 ag: -7; sEH inh: 3; CYP2C19 inh: 62*; S1P2 antag: 7; CYP2C19 act: 0.4; PostGolgi ctrl: 13; PostGolgi yeast: 4
# Shown for CC(/C=N/n1c(C2CCCCC2)n[nH]c1=S)=C\c1ccccc1 = hDAT+cocaine: -0.032; sEH act: -10; S1P2 ag: -2; sEH inh: 8; CYP2C19 inh: 38; S1P2 antag: -18; CYP2C19 act: 0.6; PostGolgi ctrl: 44*; PostGolgi yeast: 4
